High-throughput results deposited in PubChem by National Center for Advancing Translational Sciences (NCATS).
G9a block – G9a (human) methyltransferase inhibition; Potency, µM (top dose mostly 102 µM), for inactives: at the highest dose activity, negative = inhibition, actives largely listed as inhibitors; 350,000 compounds, 8.8% hits; G9a H3K9 monomethylation, AlphaScreen, 2 h; also: potency is read from the fitted curve at half-maximal effect; % is scaled to controls: 0 for no effect and ±100 for the full control effect; nearly all actives have a fitted effect of over 75% in size
Target sequence (Q96KQ7 913-1193 limits assumed): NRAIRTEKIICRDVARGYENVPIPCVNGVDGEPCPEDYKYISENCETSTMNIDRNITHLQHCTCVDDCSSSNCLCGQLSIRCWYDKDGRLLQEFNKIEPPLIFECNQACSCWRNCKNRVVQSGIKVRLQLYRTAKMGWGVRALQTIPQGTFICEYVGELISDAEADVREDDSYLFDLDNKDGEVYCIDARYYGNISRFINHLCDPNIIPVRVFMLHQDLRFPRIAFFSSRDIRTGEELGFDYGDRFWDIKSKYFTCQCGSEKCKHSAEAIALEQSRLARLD
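AlphaScreen detection with an anti-monomethyl H3K9 antibody quantified product after a 2 h room-temperature reaction containing 500 nM biotinylated H3K9 peptide, 20 µM SAM and 20 nM enzyme, which had been preincubated 15 min with compound.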
GLS inhibitor – blocks human kidney-isoform glutaminase activity | O94925 | AID 624170 | GLS enzymatic activity, qHTS titration | Potency, µM (doses to about 45.5 µM), without a hit: top-dose activity change, negative = inhibition, hits mostly inhibitors | 410,000 compounds, 0.21% hits; also: potency is read from the fitted curve at half-maximal effect; % is scaled to controls: 0 for no effect and ±100 for the full control effect
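hKGA in 45 mM KH2PO4 pH 8.2, 0.02% Tween-20 with pin-transferred compounds; 1 mM L-glutamine (stock) plus glutamate oxidase/HRP/Amplex Red coupling added. Fluorescence read initially and after 30 min at RT.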
Pin1 inhibitor – blocks the human prolyl isomerase Pin1; Q13526; Pin1 FP peptide displacement, HiFluor488, 10 min; Potency, µM (titrated, usually from 115 µM), inactives show at the highest dose activity, negative = inhibition, usual class: inhibitors; 390,000 compounds, 0.009% hits; AID 504891; active = well fitted inhibition curve with a large enough effect in the polarisation, with a control signal flat, not every such curve was filed as active; inconclusive = small, poorly fitted or top-dose-only effect, or effect the other way, or a change in a side signal; inactive = no such curve, though single readings can be large or run the other way; the % refers to the polarisation; also: potency is read from the fitted curve at half-maximal effect; % is scaled to controls: 0 for no effect and ±100 for the full control effect
PGK inhibitor – blocks T. brucei phosphoglycerate kinase; 380,000 compounds, 0.043% hits; Potency, µM (series often up to 57.5 µM), inactives show at the top dose activity change, negative = inhibition, actives largely listed as inhibitors; P07378; PGK/GAPDH coupled, Kinase-Glo luminescence, 60 min; also: potency is read from the fitted curve at half-maximal effect; % is scaled to controls: 0 for no effect and ±100 for the full control effect; nearly all actives have a fitted effect of over 60% in size
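Recombinant glycosomal PGK reaction used 1,3-bisphosphoglycerate generated in-well by GAPDH (100nM final) in 100mM TEA pH 7.6, 5mM MgCl2, 0.01% Tween-20. After 60 minutes at room temperature, ATP was read by Kinase-Glo Plus luminescence end-point.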
JMJD2A Tudor inh – inhibitors of human JMJD2A Tudor domain. O75164. AlphaScreen JMJD2A-Tudor / H3K4me3 peptide binding. Potency, µM (top dose mostly 114 µM), for the others: at the top dose activity change, negative = inhibition, hits mostly inhibitors. 390,000 compounds, 4.4% hits; also: potency is read from the fitted curve at half-maximal effect; % is scaled to controls: 0 for no effect and ±100 for the full control effect; nearly all actives have a fitted effect of over 50% in size
PI4K2A inh – PI4K2A (human) kinase inhibition; Q9BTU6; purified PI4K2A, ADP-Glo luminescence, 1 h; active compounds read low; activity change, negative = inhibition, % at 76.9 µM; 420,000 compounds, 0.13% hits; in the data active = activity change below about -50%; inconclusive = mostly about -30% to -49%;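 also: -100% = wells without enzyme as full effect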
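Compounds are screened against recombinant PI4K2A using PI as substrate and ATP, the latter dispensed at 300 microM. Reactions run one hour at ambient temperature before ADP-Glo detection; full inhibition defined by wells lacking enzyme.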
BAZ2B inh – inhibitors of human BAZ2B bromodomain; Q9UIF8; 360,000 compounds, 4.4% hits; AlphaScreen BAZ2B-H3K14Ac peptide displacement; Potency, µM (titrated, usually from 114 µM), for inactives: at the top dose activity change, negative = inhibition, most hits filed as inhibitors; AID 504333; also: potency is read from the fitted curve at half-maximal effect; % is scaled to controls: 0 for no effect and ±100 for the full control effect; nearly all actives have a fitted effect of over 60% in size
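Compounds, titrated to a top concentration of 110 uM, were incubated 30 min at room temperature with preformed BAZ2B/acetyl-K14 H3 peptide complex (50 nM each). Proximity signal was measured by AlphaScreen after 20 min with beads.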
HP1b binding inh – HP1-beta chromodomain-methylated histone interaction inhibition; P83916; Potency, µM (top dose mostly 114 µM), for the others: at the top dose activity change, negative = inhibition, actives largely listed as inhibitors; 390,000 compounds, 0.56% hits; AlphaScreen HP1-beta / biotin-H3K9me3 peptide binding; AID 540317; also: potency is read from the fitted curve at half-maximal effect; nearly all actives have a fitted effect of over 70% in size; inactives centre near 23
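Compound inhibition of the preformed complex between 50 nM HP1-beta and 50 nM biotinylated H3K9me3 peptide was read by AlphaScreen. Buffer was PBS pH 7.4 with 0.01% Tween-20. Incubations ran 30 min at room temperature, with 10 ug/mL donor/acceptor beads.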
Pol eta inh – blocks human DNA polymerase eta activity | 390,000 compounds, 1.2% hits | Potency, µM (doses to about 114 µM), without a hit: at the highest dose activity change, negative = inhibition, most hits filed as inhibitors | recombinant Pol eta, fluorescent DNA replication assay | Q9Y253; also: potency is read from the fitted curve at half-maximal effect; % is scaled to controls: 0 for no effect and ±100 for the full control effect
Target sequence (Q9Y253 whole entry, looked up): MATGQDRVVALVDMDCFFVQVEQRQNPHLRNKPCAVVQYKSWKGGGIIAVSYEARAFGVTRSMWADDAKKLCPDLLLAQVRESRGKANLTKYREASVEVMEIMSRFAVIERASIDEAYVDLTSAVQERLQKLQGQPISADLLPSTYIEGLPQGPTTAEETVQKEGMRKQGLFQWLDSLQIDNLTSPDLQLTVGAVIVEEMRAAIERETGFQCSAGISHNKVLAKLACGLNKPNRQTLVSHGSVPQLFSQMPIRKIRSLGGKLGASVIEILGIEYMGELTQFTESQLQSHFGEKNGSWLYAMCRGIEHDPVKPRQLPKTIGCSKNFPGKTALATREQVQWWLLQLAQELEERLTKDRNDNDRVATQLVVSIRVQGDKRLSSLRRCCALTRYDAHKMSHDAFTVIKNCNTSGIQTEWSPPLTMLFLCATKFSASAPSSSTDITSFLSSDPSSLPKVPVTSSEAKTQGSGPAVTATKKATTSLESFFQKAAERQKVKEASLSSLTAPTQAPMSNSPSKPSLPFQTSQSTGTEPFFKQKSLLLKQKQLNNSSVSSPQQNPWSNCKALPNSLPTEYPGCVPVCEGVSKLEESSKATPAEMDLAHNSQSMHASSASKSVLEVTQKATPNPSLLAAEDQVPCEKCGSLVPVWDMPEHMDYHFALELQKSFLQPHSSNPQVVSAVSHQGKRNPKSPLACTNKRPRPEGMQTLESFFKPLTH
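Fluorescent replication assay: 50 nM final substrate added after a 15 min room-temperature compound preincubation with 10 nM enzyme. Signal taken at 0 min and again at 10 min.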
The depositor's hits bear a star; i = inactive; ? = inconclusive; nt = no result given; & = joins results of further samples; [ ] = remark or other dose. Unless noted, calls follow the shape of the dose curve; as a rule, active = well fitted curve in the direction sought with a large enough effect; inconclusive = small, poorly fitted or top-dose-only effect, or another doubt; inactive = no such curve, though single readings can be large; an effect the other way counts as inactive or inconclusive.

Values run as follows: G9a block	GLS inhibitor	Pin1 inhibitor	PGK inhibitor	JMJD2A Tudor inh	PI4K2A inh	BAZ2B inh	HP1b binding inh	Pol eta inh
> Cc1sc2ncn(CC(=O)Nc3cccc(C(F)(F)F)c3)c(=O)c2c1S(=O)(=O)N1CCC(C)CC1
    -2%[59 µM]	2%	3%	4%	-4%	1	2%	14%	-2%
> CCN(C#N)c1nc(NC(C)C)nc(NC(C)(C)C)n1
    1%	5%	1%	7%	-2%	2	-2%	37%	-10%
> COC(=O)c1ccc(C(=O)OC)c(NC(=S)N2CCN(c3ccccc3)CC2)c1
    ?	-3%	10%	i	-34%	-3	?	5%	-10%
> Cc1occc1-c1nnc(SCC(=O)N2c3ccccc3CCc3ccccc32)n1C
    ?	4%	12%	-5%	-16%	-6	?	29%	-12%
> Cc1cccc(NC(=O)Cc2ccc(NC3=NC4CS(=O)(=O)CC4S3)cc2)c1 (stereo not given)
    -1%	-6%	3%	-3%	-1%	-1	-6%	51%[activator]	-20%
> O=C(CCc1nnc(Cc2ccc(-c3ccccc3)cc2)o1)NCCc1cccnc1
    5%	0%	-2%	-10%	-11%	-8	0%	49%[activator]	-15%
> COc1ccccc1N1CCN(C(=O)c2ccc3c(c2)CCN3S(=O)(=O)c2ccccc2)CC1
    11%	4%&10%	6%&5%	-2%&-5%	-26%&-25%	-4&-1	-27%&-24%	14%&18%	-7%&-23%
> Cc1cc(C)cc(NC(=O)C2CCN(C(=O)c3cnn(-c4ccccc4)c3-n3cccc3)CC2)c1
    1%[59 µM]	-3%	8%	-3%	-21%	3	-23%	25%	-19%
> COc1ccc(NC(=S)N2CCN(Cc3ccco3)CC2)c(OC)c1
    -10%[59 µM]	24%	0%	i	-12%	0	-1%	21%	-15%
> O=C(Cn1cnc2ccccc2c1=O)N1CCN(c2ccccc2)CC1
    -41%[59 µM]	50%[activator]	-3%	2%	-4%	1	-3%	35%	-3%
> Cc1cc(C)n(CC(=O)NC2CCCc3c2cnn3-c2ccc(C)c(C)c2)n1 (stereo not given)
    -10%	-2%	-2%	-10%	-26%	-2	-19%	39%[activator]	-4%
> Cc1ccc(C)c(CSc2nc3[nH]ncc3c(=O)[nH]2)c1
    -6%	15%	-2%	2%	-4%	-15	-2%	33%	3%
> O=C(Nc1ccccc1N1CCN(c2ccccc2)CC1)c1ccccc1F
    5%	0%	1%	8%	-8%[11.4 µM]	0	?	15%	-2%
> CC(=O)N1CCc2cc(S(=O)(=O)NC(Cc3ccccc3)C(=O)Nc3ccc(Cl)cc3)ccc21 (stereo not given)
    7%[59 µM]	2%	8%	1%	-2%	-1	nt	28%	3%
> Cc1ccc(-c2nnc(Nc3ccc(S(N)(=O)=O)cc3)c3ccccc23)cc1S(=O)(=O)N1CCCCC1
    -20%[59 µM]	-4%	20%	-5%	-2%	-4	0%	52%[activator]	1%
> CC(C)N(Cc1cnn(C)c1)Cc1nc(Cc2ccccc2Cl)no1
    -11%[12.7 µM]	14%	0%	2%	-8%	-2	-17%	31%	6%
> CC1CC(=O)N(c2ccc(NCc3ccc(Cl)cc3)c([N+](=O)[O-])c2)C1=O (stereo not given)
    -45%	3%	4%	-2%	-30%[57.1 µM]	-1	?	-19%	-30%
> COC(=O)CSc1nnc(-c2sc3ccccc3c2Cl)o1
    13µM*	20%	?	0%	10%	-4	-15%	51%	-6%
> COc1ccc(-c2c(C#N)c(N)nc3sc(C(=O)c4ccc(C)cc4)c(N)c23)cc1
    11%[59 µM]	0%	?	i	22%	-10	9%	116%[activator]	-13%
> O=C(NCCO)c1ccc(Oc2ccc(C(F)(F)F)cc2[N+](=O)[O-])cc1
    -2%	0%	-1%	-1%	-3%	0	-10%	26%	-24%
> CC1=NCC(C)c2ccccc21 (stereo not given)
    nt	-1%	nt	-3%	nt	1	nt	nt	-10%
> COc1cc(-n2c(=O)c3ccccc3n(Cc3cccc(F)c3)c2=O)cc(OC)c1OC
    -34%	-4%	-4%	-1%	-22%	4	nt	17%	-4%
> Cc1ccc(CO)cc1Nc1ncnc2onc(-c3ccc(F)cc3)c12
    6%[59 µM]	0%	0%	3%	-12%	0	-3%	20%	-4%
> CN(C)S(=O)(=O)c1ccc(N2CCCC2)c(C(=O)N2CCN(c3ccc([N+](=O)[O-])cc3)CC2)c1
    -3%	-7%	7%	-5%	-1%[11.4 µM]	2	-24%	33%	-21%
> Cc1onc(-c2c(Cl)cccc2Cl)c1-c1nc2cc(Cl)ccc2c(=O)o1
    nt	-1%	-6%	-4%	15%	1	11%	81%[activator]	30%
> COc1ccc(Cl)cc1NC(=O)CSc1nc(=O)n(Cc2ccco2)c2c1CCC2
    -8%[59 µM]	2%	34%[activator]	0%	-13%	-3	-9%	32%	-22%
> CC(C)c1nc2sc3c(c2c(=O)[nH]1)CC(C)(C)OC3
    15%	-9%	-10%	-2%	-8%	-8	13%	29%	-16%
> COc1ccc(C(CNC(=O)c2cccc(S(=O)(=O)N3CCCC(C)C3)c2)N(C)C)cc1 (stereo not given)
    17%[59 µM]	-5%	-7%	-7%	-22%	6	5%	13%	-24%
> COCC#Cc1ccc2c(c1)O[C@@H](CN(C)S(=O)(=O)c1cccc(F)c1)[C@@H](C)CN([C@H](C)CO)S2(=O)=O
    nt	-16%	nt	-1%	nt	2	nt	nt	-19%
> Cc1ccc(-c2nc3ncccc3o2)cc1NC(=O)c1ccco1
    nt	1%	2%	4%	-11%	1	nt	21%	-5%
> CCOC(=O)C(NCc1ccccc1OC)(NC(=O)c1ccccc1)C(F)(F)F (stereo not given)
    5%	0%	-6%	-5%	-2%	4	5%	38%	-9%
> COC(=O)/C=C/c1ccc(-n2cncn2)cc1
    7%	0%	-1%	-10%	7%	1	-1%	43%[activator]	-14%
> C=CCNC(=O)C1CCN(c2ccc(S(=O)(=O)N3CCOCC3)cc2[N+](=O)[O-])CC1
    -8%	-3%	2%	-5%	-8%	-2	?	23%	-5%
> CCN1c2ccccc2NC2N=C(OC)C(c3ccccc3)C21 (stereo not given)
    ?	18%	-3%	i	50µM*	6	45µM*	?	4%
> Cc1ccc(NC(=O)C2(NC(=O)c3ccccn3)CCCCC2)cc1Br
    ?	0%	9%	-3%	?	-4	?	28%	?
> COc1ccc(OC)c(NC(=O)CS(=O)(=O)Cc2ccccc2)c1
    nt	-3%	-3%	-8%	-4%	-4	-8%	31%	-10%
> CC(=O)C1=C(C)NC(SCC(=O)c2ccc(Cl)cc2Cl)=C(C#N)C1c1ccco1 (stereo not given)
    ?	0%	?	nt	?	-2	-6%	23%	-8%
> CC(Oc1ccccc1)C(=O)Nc1nnc(S(=O)(=O)N(C)c2ccccc2)s1 (stereo not given)
    19%	6%	-5%	2%	-15%	3	-15%	33%	-10%
> COc1ccc(NC(=O)C2CCN(S(=O)(=O)c3ccc4c(c3)CCCC(=O)N4)CC2)c(OC)c1
    -29%[59 µM]	2%	-4%	6%	-25%	7	-1%[57.1 µM]	12%	-6%
> c1ccc(CN2CCN(Cc3c[nH]c4ccccc34)CC2)cc1
    -40%	-15%	-2%	i	-22%	3	-34%	-2%	-12%
> Cc1ccc(-n2c(C)cc(/C=C3\SC(=O)NC3=O)c2C)cc1
    13%	-3%	13%	-6%	-19%	-3	-3%	14%	-9%
> CN(C(=O)CCN1C(=O)/C(=C/c2ccc(F)cc2)SC1=S)C1CCS(=O)(=O)C1 (stereo not given)
    nt	0%	nt	4%	nt	4	nt	nt	-7%
> CN(C(=O)CSc1nc(C2CCCC2)nc2c1c(=O)n(C)c(=O)n2C)c1ccccc1
    2%[59 µM]	1%	7%	-10%	-10%	2	24%	42%[activator][57 µM]	-9%
> O=C(COC(=O)c1ccc(F)c(S(=O)(=O)N2CCOCC2)c1)NCCc1ccccc1
    -30%	0%	-4%	8%	-7%	-1	1%	33%	-3%
> COc1ccc(CNC(=O)CCn2cccc2)cc1
    2%[59 µM]	2%	2%	0%	2%[57.1 µM]	2	?	16%	-14%
> CC(C)(CNC(=O)c1ccc(NS(=O)(=O)c2ccc(F)c(F)c2)cc1)N1CCOCC1
    5%	1%	-10%	-7%	-14%	-4	-8%	25%	-15%
> CC(=O)N1CCN(C(=O)c2ccc(NS(=O)(=O)c3ccc4c(c3)OCCO4)cc2)CC1
    -42%	-6%	?	-6%	-12%	1	7%	28%	-19%
> COc1ccc2c(c1)CCCN2S(=O)(=O)c1ccc(Cl)cc1
    50%[activator]	3%	3%	i	73%[activator]	-2	3%	118%[activator]	-16%
> COc1ccc2c(c1)CCCC2=O
    nt	-11%	3%	0%	-6%	1&1	nt	16%	1%
> O=C(c1ccco1)N1CCN(C(=O)c2[nH]ncc2[N+](=O)[O-])CC1
    -7%[59 µM]	2%	2%	1%	-5%	0	6%	12%	-1%
> COc1ccccc1-c1nnc(SCC(=O)N2CCCC2)o1
    ?	12%	-7%	i	-22%	0	4%	20%	-21%
> CCCCSc1cc(C)nc(N)n1
    3%	0%	2%	-6%	-4%	-1	-1%	45%[activator]	-21%
> O=S(=O)(Cc1nnnn1-c1ccc(Br)cc1)c1ccc(F)cc1
    11%	0%	-2%	-5%	-14%	-1	-22%	42%[activator]	-14%
> Cc1ccc(SCC(=O)NCCN2C(=O)CSC2=O)c(C)c1
    -3%[59 µM]	8%	-1%	-9%	12%	-1	11%	57%[activator]	-5%
> CCNc1nc(N)nc(Oc2ccc(OCc3ccccc3)nn2)n1
    47%[59 µM]	-7%	1%	i	-12%	6	3%	31%	-12%

An excerpt, so the mix of outcomes need not match the whole.
